From PubChem BioAssay
miR122 inh = blocks miR-122 activity in Huh7 sensor cells. AID 602342. 340,000 tested, 0.3% active. Huh7 miR-122 Renilla luciferase sensor, 48 h; neutral wells = 0, positive control = 100. activation (reporter increase), % at 12.5 µM;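 active = mean replicate activation score at least 90 and every replicate individually at or above 90; inconclusive = only one of the two criteria met; inactive = neither criterion met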;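 also: higher luciferase means less miR-122 activity so hits act as miR-122 inhibitors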
SIRT5 inh = blocks human SIRT5 desuccinylation of peptide; Purified SirT5, succinyl-peptide AMC, trypsin-coupled fluorescence; AID 652115; 330,000 tested, 1.1% active; inhibition, % at 15 µM; in the data active = inhibition above about 15%; inconclusive = no clear call, values can overlap the other calls
Target sequence (Q9NXA8 whole entry, looked up): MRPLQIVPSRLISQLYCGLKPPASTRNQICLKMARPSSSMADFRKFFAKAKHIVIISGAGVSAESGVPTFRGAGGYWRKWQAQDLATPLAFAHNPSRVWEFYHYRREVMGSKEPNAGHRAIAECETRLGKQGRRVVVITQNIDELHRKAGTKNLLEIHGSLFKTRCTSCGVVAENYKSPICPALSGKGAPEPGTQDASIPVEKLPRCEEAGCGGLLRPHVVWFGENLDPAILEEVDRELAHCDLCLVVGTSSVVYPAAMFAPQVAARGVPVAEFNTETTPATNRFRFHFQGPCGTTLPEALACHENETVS
ERp5 block = inhibitors of human ERp5; ERp5 insulin aggregation, absorbance 650 nm, 90 min; inhibition, % at 9.99 µM; Q15084; 350,000 tested, 0.05% active;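 active = mean replicate inhibition above about 25%, with every replicate also reaching it, limit read from the data, passing the limit was not always enough; inconclusive = only one of those two criteria met; inactive = neither criterion met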
Target sequence (Q15084 whole entry, looked up): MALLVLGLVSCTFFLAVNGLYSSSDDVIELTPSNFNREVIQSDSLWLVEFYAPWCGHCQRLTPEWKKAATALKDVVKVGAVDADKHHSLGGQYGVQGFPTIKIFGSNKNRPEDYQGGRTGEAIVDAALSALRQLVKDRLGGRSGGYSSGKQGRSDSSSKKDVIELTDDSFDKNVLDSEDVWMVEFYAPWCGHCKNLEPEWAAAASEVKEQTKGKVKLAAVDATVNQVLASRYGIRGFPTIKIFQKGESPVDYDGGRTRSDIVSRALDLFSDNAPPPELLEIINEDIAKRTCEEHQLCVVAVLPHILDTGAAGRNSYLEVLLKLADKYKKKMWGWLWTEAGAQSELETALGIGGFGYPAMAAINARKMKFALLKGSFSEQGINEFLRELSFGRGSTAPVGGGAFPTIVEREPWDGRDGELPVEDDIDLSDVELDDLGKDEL
esBAF inh = SWI/SNF esBAF complex inhibition. reporter increase, % at 12.5 µM. 350,000 tested, 2% active. mouse ES cells, Bmi1-luciferase knock-in reporter, 24 h; 100% = twice the neutral-well signal. AID 602393; in the data active = activation above about 40%; inconclusive = no clear call, values can overlap the other calls;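 also: 0% = median of the plate's neutral control wells and 100% = double that signal; a rise in the Bmi1 reporter signal indicates esBAF inhibition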
Statin myotox sup = suppression of simvastatin myotoxicity; C2C12 myotubes + simvastatin, ATP luminescence, 48 h; scaled: DMSO 0, geranylgeraniol control 100; rescue of ATP level, % at 7.49 µM; 330,000 tested, 0.78% active;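 active = mean ATP rescue above about 67%, or every replicate alone reaching that limit, limit read from the data, passing the limit was not always enough; inconclusive = no clear call, values can overlap the other calls; inactive = mean under the limit and some replicate under it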;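 also: myotubes were challenged with 10 µM simvastatin during compound exposure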
Cneo AK release = Cryptococcus neoformans lysis via adenylate kinase release; C. neoformans lysis, adenylate kinase release luminescence, 4 h; normalised: neutral wells 0, clomiphene wells 100; lysis activity, % at 15 µM; 360,000 tested, 0.2% active;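 active = mean lysis activity across replicates of at least 80%, whatever share of replicates individually reach that level; inactive = mean lysis activity below 80%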
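Test system: log-phase Cryptococcus neoformans yeast cells. Input: 5 × 10^6 yeast cells/mL. Medium: fresh YPD growth medium. Doses: single dose. Incubation: static 4 h at 37 °C with compound, 1 h detection. Measured by: luminescent adenylate kinase detection reagent. Read-out: signal increase indicating cell lysis. Benchmarks: Clomiphene.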
ARNT-TACC3 inh = disrupts binding between human ARNT and TACC3; 390,000 tested, 0.66% active; inhibition, % at 9.99 µM; Q9Y6A5; AlphaScreen His-ARNT PAS-B/GST-TACC3 binding, luminescence; TACC3 fragment carries E629A point mutation;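 active = mean inhibition of replicates at least 50% and at least half of replicates each reaching 50%; inconclusive = half or more replicates reach 50% but mean below 50%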;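 also: 0% = complete ARNT plus TACC3 wells and 100% = ARNT alone without TACC3; many hits fall short of the cut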
Numbers without * were called inactive; ? = inconclusive; . = no result given; [ ] = dose if it differs, or a comment.

SMILES	miR122 inh	SIRT5 inh	ERp5 block	esBAF inh	Statin myotox sup	Cneo AK release	ARNT-TACC3 inh
CC[C@]12c3[nH]c4ccc(Cl)cc4c3CCN1C(=O)[C@@H](CC(=O)NCc1ccco1)C[C@@H]2C(=O)N1CCN(C(=O)C2CC2)CC1	-7	2	4	1	10	-7	-3
CCOCCn1ccc2c(OCC(=O)Nc3ccc(OC)c(OC)c3)cccc2c1=O	-14	-19	1	-9	6	3	-4
COc1ccc2c(c1)C(C)=CC(C)(C)N2C(=O)Nc1ccccc1	-2	.	.	5	11	1	12
Cn1ncc(Br)c1NC(=O)CSc1ccc(Cl)cc1	.	2	-2	.	.	.	-3
COc1ccc(Br)cc1S(=O)(=O)NCCCN1CCOCC1	.	0	1	.	.	.	0
CNC[C@H]1Oc2c(NC(=O)Nc3cccc4ccccc34)cccc2C(=O)N([C@H](C)CO)C[C@@H]1C	-4[16.7 µM]	-1	5	-1	-16	-13	0
COC(=O)C[C@H]1CC[C@H]2[C@@H](COc3ccc(NC(=O)C4CCOCC4)cc3C(=O)N2C)O1	-30[16.7 µM]	4	0	-2	-9	3	-11
COc1ccccc1CC(=O)Nc1ccc(S(=O)(=O)N(C)C2CCN(C)CC2)cc1	3	0	0	-5	15	2	-6
CC(=O)Nc1ccc(S(=O)(=O)NC2(C(F)(F)F)C(=O)NC(C)=C2C#N)cc1 (stereo unspecified)	-2	1	-2	-4	2	.	-5
CCCNC(=O)Nc1ccc2c(c1)C(=O)N(C)C[C@@H](OC)[C@@H](C)CN(CCC(F)(F)F)[C@@H](C)CO2	-20[16.7 µM]	.	.	-4	4	.	.
CC(C)[C@H](NC(=O)NCCc1ccccc1)C(=O)O	-5	.	.	-5	92*	-2	-2
COc1ccc(C)cc1N(CC(=O)NCCN1CCOCC1)S(=O)(=O)c1ccccc1	.	0	3	.	.	.	-1
CCOC(=O)C1=CNS(=O)(=O)NC1CCc1ccccc1 (stereo unspecified)	.	-8	-1	-3	3	2	35
CS(=O)(=O)c1ccc(Nc2nc(C(N)Cc3ccc(F)cc3)cs2)cc1 (stereo unspecified)	13	5	2	6	-26	22	.
COc1ccc(N2C(=O)CC(Sc3nc4ccccc4s3)C2=O)cc1 (stereo unspecified)	-4	2	5	-7	-230	.	0
COc1ccc(NS(=O)(=O)c2ccc(SC)cc2)c(OC)c1	24	.	.	-7	-18	-4	1
CCOC(=O)Nc1sc2c(c1C(=O)OCC)CCC2	-1	.	.	.	.	-1	-11
O=C(NCC[C@H]1CC[C@@H](NC(=O)C2CCCCC2)[C@H](CO)O1)c1ccc(F)cc1	.	-1	5	3	9	-3	7
C[C@@H]1CN([C@H](C)CO)C(=O)c2cccc(NC(=O)Nc3ccc(C(F)(F)F)cc3)c2O[C@H]1CN(C)C(=O)Nc1ccc(C(F)(F)F)cc1	-8[16.7 µM]	11	6	3	-35	-1	3
Cc1nc2ccccn2c1C(=O)NNC(=O)Nc1ccccc1	1	1	3	-4	-5	-1	.
O=C(O)c1ccc(NC(=O)c2ccc3c(c2)C(=O)N(CC2CCCO2)C3=O)cc1 (stereo unspecified)	2	3	6	-5	1	0	-3
COc1ccc([C@H]2CC(=O)C=C(c3ccc4ccccc4c3)C2)cc1OC	.	15*	1	-4	1	2	1
C=C(C)C(=O)N1CC2(CC(c3cccc(NC(=O)c4ccccc4)c3)=NO2)C[C@@H]1C(N)=O (stereo partly specified)	-6	2	-4	11	-7	4	-5
CN1CCN(C(=O)[C@@H]2[C@@H](CO)[C@@H]3Cn4c(ccc(C5=CCCC5)c4=O)[C@H]2N3S(C)(=O)=O)CC1	9[16.7 µM]	-6	-2	-2	5	-4	9
Cc1cccc(NC(=O)Nc2cc(C)on2)c1	-10	.	.	35	-5	-1	2
C=CCn1c(SCC(=O)NCc2ccc3c(c2)OCO3)nc2scc(-c3ccccc3)c2c1=O	-4	.	.	-9	21	-2	-1
Cc1ccc(-n2nnc3c(=O)n(CC(N)=O)cnc32)cc1	0	-4	4	-5	12	1	-6
C[C@@H]1CN([C@H](C)CO)C(=O)c2cccc(NS(=O)(=O)c3ccc(F)cc3)c2O[C@H]1CN(C)Cc1ccc(Cl)c(Cl)c1	1[16.7 µM]	12	0	-1	10	4	-1
CC(C)(O)C#Cc1ccc(CN2CCN(Cc3ccccc3)C(CCO)C2)s1 (stereo unspecified)	.	13	5	.	.	.	-3
CCC(C)(C(=O)NC1CCCCC1)N(Cc1ccco1)C(=O)c1ccc2c(c1)OCO2 (stereo unspecified)	-4	15	-7	-4	7	.	-2
Cc1ccc(CS(=O)(=O)c2cn(CC(=O)Nc3ccon3)c3ccccc23)cc1	7	-3	0	5	-7	.	-2
COc1ccccc1NC(=O)Nc1ccc2c(c1)OCCO2	-4	.	.	?	-24	-1	4
N#Cc1cc2cc3c(cc2nc1SCC(=O)N1CCOCC1)OCO3	-1	-4	4	52*	-3	0	-1
NC(=O)c1ccc(NC(=O)CCc2nc3ccccc3s2)cc1	.	-2	2	.	.	.	-1
O=C(CCC(=O)c1cccs1)NCc1ccncc1	-5	-2	-3	9	6	-3	2
C[C@@H]1CN([C@@H](C)CO)C(=O)Cc2cc(NS(=O)(=O)c3ccc(F)cc3)ccc2O[C@@H]1CN(C)Cc1ccc(C(F)(F)F)cc1	-2[16.7 µM]	18*	0	6	25	6	2
CN1C(=O)c2cc(NC(=O)c3ccc(C(F)(F)F)cc3)ccc2OC[C@H]2O[C@H](CC(=O)O)CC[C@H]21	2[16.7 µM]	7	-5	-2	-11	-4	-2
CC1CCCCN1S(=O)(=O)c1ccc(S(=O)(=O)N2CCCC2)cc1 (stereo unspecified)	.	-3	2	-8	4	-2	-8
COc1ccccc1C(=O)Nc1ccc2c(c1)C(=O)N(C)C[C@@H](OC)[C@H](C)CN(C(C)=O)[C@H](C)CO2	4[16.7 µM]	3	6	-1	21	-1	14
Cc1ccc(S(=O)(=O)Nc2ccc3c(c2)C(=O)N([C@H](C)CO)C[C@@H](C)[C@H](CN(C)C)OCCCC[C@@H](C)O3)cc1	2[16.7 µM]	-2	-1	-9	-7	-2	4
Cn1c(N)c(C(=O)COC(=O)CC(NC(N)=O)c2ccc(Cl)cc2)c(=O)n(C)c1=O (stereo unspecified)	.	-1	-1	.	.	.	6
CCn1c(SCC(=O)c2ccc3c(c2)OCCO3)nnc1-c1ccco1	-6	.	.	0	-1	-1	0
O=C(C[C@H]1CC[C@@H]2[C@H](COC[C@H](O)CN2C(=O)c2ccccc2F)O1)NCc1ccccc1	-2[16.7 µM]	-3	-1	-7	13	-2	-10
CCn1cc(CN2CCC(n3nccc3NC(=O)c3cccc(F)c3)CC2)cn1	-7	-1	4	-8	-12	4	-2
CCOC(=O)N1CCC(NC(=O)c2cc3c(-c4ccccc4F)nn(C)c3s2)CC1	-3	-6	6	-1	1	0	-3
C[C@H]1CN([C@@H](C)CO)C(=O)Cc2cc(NC(=O)Cn3cnnn3)ccc2O[C@H]1CN(C)C(=O)Nc1ccccc1	8[16.7 µM]	2	3	1	35	0	31
CC12CN(C(=O)c3ccccc3Br)CC(C)(CN(C(=O)c3ccccc3Br)C1)C2=O	-1	-2	3	-5	4	.	-4
COC(=O)c1cc(S(=O)(=O)n2nc(C)c(Br)c2C)c(Cl)cc1Cl	2	.	.	-4	0	-1	-4
C[C@@H]1CN([C@@H](C)CO)C(=O)c2cc(NC(=O)Cc3ccccc3)ccc2O[C@H]1CN(C)Cc1ccncc1	-1[16.7 µM]	0	1	-2	-28	0	-16
O=C(NCC1CCCO1)c1cccc2ccccc12 (stereo unspecified)	-14	3	-3	2	3	-3	-3
Cc1cc(OCC(=O)Nc2nnc(C3CC3)s2)ccc1C(C)C	.	-2	5	-4	2	1	0
COC(=O)c1ccccc1NC(=O)c1cccnc1	-4	.	0	-7	-12	-5	-1
CCOC(=O)c1c(NC(C)=O)no[n+]1[O-]	-2	.	.	-5	-3	0	-12
O=C(Nc1ccc2c(c1)oc1ccccc12)N1CCOCC1	4	.	.	60*	-30	-2	-1
CN(C)CCCN(C(=O)c1ccc(S(=O)(=O)N2CCc3ccccc3C2)cc1)c1nc2c(F)cc(F)cc2s1	.	.	.	7	-4	-3	4
O=C(O)[C@H](Cc1ccccc1)NC(=O)N1CCN(c2ccc(F)cc2)CC1	-11	-2	-1	-7	35	-2	-4
O=C(NCc1cccs1)Nc1ccc2c(c1)OCO2	31	.	.	63*	6	-6	-1
O=C(N/N=C/c1ccc2c(c1)OCO2)c1ccc(Cn2cc([N+](=O)[O-])cn2)o1	.	-3	-8	.	.	.	-3
N#Cc1ccc(-c2nc3cc(Cl)ccc3c(=O)n2O)cc1	.	0	1	3	-1	-2	-11
CCCOc1ccccc1C1NC(=O)NC(C)=C1C(=O)OCCOC (stereo unspecified)	11	.	.	-4	1	0	4

esBAF inh: what is marked active above.
smiles,miR122 inh,SIRT5 inh,ERp5 block,esBAF inh,ARNT-TACC3 inh
N#Cc1cc2cc3c(cc2nc1SCC(=O)N1CCOCC1)OCO3,-1,-4,4,52*,-1
O=C(Nc1ccc2c(c1)oc1ccccc12)N1CCOCC1,4,.,.,60*,-1
O=C(NCc1cccs1)Nc1ccc2c(c1)OCO2,31,.,.,63*,-1

Sorted by the number under ERp5 block (low to high): 3 of the compounds above
Compound,miR122 inh,SIRT5 inh,ERp5 block,esBAF inh,ARNT-TACC3 inh
COC(=O)c1ccccc1NC(=O)c1cccnc1,-4,.,0,-7,-1
CC12CN(C(=O)c3ccccc3Br)CC(C)(CN(C(=O)c3ccccc3Br)C1)C2=O,-1,-2,3,-5,-4
Cc1cc(OCC(=O)Nc2nnc(C3CC3)s2)ccc1C(C)C,.,-2,5,-4,0

(further entries)
SMILES	miR122 inh	SIRT5 inh	ERp5 block	esBAF inh	Statin myotox sup	Cneo AK release	ARNT-TACC3 inh
C[C@@H]1CN([C@H](C)CO)C(=O)Cc2cc(NS(=O)(=O)c3cn(C)cn3)ccc2O[C@H]1CN(C)C(=O)Nc1ccc(F)cc1	1[16.7 µM]	0	-3	-8	-15	59	-4
Cc1cc(C(=O)NNC(=O)c2cccc(Cl)c2)no1	-5	5	-2	.	.	1	.
C[C@@H]1CN([C@H](C)CO)S(=O)(=O)c2ccc(C3=CCCC3)cc2O[C@H]1CN(C)Cc1cncnc1	18[16.7 µM]	1	10	2	-46	2	5
CCOc1ccc(Cc2onc3c2C(=O)CCC3)cc1OCC	-6	2	1	7	-2	-1	0
N/C(=N\OC(=O)c1cccs1)c1cccc([N+](=O)[O-])c1	6	35*	6	75*	62	0	36
COc1ccc(C(=O)NCC(=O)OCc2ccc(Cl)cc2Cl)cc1OC	3	-6	2	-16	2	0	0
COc1ccc2[nH]c3c(C)c4ccncc4c(C)c3c2c1	-20	4	4	-6	-418	0	8
CN1CCN(c2ccc(NC(=O)c3cccs3)cc2)CC1	1	-2	0	9	-5	1	.
COC(=O)c1cnn2c1C(=O)N(Cc1cccs1)CC2	2	-1	0	-6	-2	3	-1
COc1cccc(N2CCN(C(=O)c3ccc4ccccc4c3)CC2)c1	-6	1	10	9	4	15	-6
Cc1ccc(Cl)cc1N1CCN(C(=O)C2CCN(c3nnc(-n4cccc4)s3)CC2)CC1	-5	.	7	4	21	7	.
CC(OC(=O)c1cccc(-n2cnnn2)c1)C(=O)N(C)c1ccccc1 (stereo unspecified)	0	-1	1	.	.	-3	-1
CC(C)NC(=O)Nc1ccc2c(c1)C(=O)N(C)[C@H]1CC[C@H](CC(=O)Nc3ccccc3F)O[C@@H]1CO2	-12[16.7 µM]	.	.	3	2	7	.
CCNC(=O)C1(C)CCN1Cc1cc(-c2ccccc2)n(C)n1 (stereo unspecified)	-1	14	3	1	10	0	.
C[C@H]1CN([C@@H](C)CO)S(=O)(=O)c2ccc(C#CC3CC3)cc2O[C@@H]1CN(C)C(=O)C1CC1	1[16.7 µM]	1	-5	8	5	5	-1
